Screening data deposited in PubChem BioAssay by several laboratories.
SUMO1-SIM PPI – SUMO1-SIM interaction modulation; P63165; SUMO1 binding to a labelled peptide, TR-FRET, 1 h; inhibition, % at 20 µM; 360,000 compounds, 0.33% hits; in the data active means inhibition above about 37%
Target sequence (P63165 whole entry, looked up): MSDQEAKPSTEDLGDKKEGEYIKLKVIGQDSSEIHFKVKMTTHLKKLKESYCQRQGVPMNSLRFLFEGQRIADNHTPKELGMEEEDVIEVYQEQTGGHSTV
LMPTP block – LMPTP (human) inhibition. 360,000 compounds, 0.22% hits. AID 651560. recombinant LMPTP-A, OMFP fluorogenic substrate, fluorescence intensity. P24666. inhibition, % at 20 µM;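 active means compounds that cut the enzyme signal by at least half of the control window in the single-dose screen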;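 further: plate controls were DMSO wells with enzyme plus substrate for no effect and substrate without enzyme for full effect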
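Assay system: LMPTP-A, protein tyrosine phosphatase of low molecular weight / Medium: pH 6.0 Bis-Tris buffer with DTT and Triton X-100 / Schedule: 50 min enzyme reaction at room temperature, protected from light / Measured by: endpoint fluorescence intensity from OMFP dephosphorylation / Read-out basis: % inhibition relative to no-enzyme and uninhibited control wells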
NRP1-CendR mod – modulators of CendR peptide binding to human neuropilin-1; AID 602438; 360,000 compounds, 0.85% hits; O14786; FAM-RPARPAR peptide binding to NRP-1, fluorescence polarization; inhibition, % at 25 µM;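 active means inhibition or corrected inhibition above about 18%, plus a signal ratio from 0.5 to 1.5, limit read from the data, passing the limit was not always enough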; further: strong numbers were not always called active
NadD inh – blocks S. aureus nicotinate mononucleotide adenylyltransferase | 360,000 compounds, 0.78% hits | inhibition, % at 20 µM | purified NadD enzyme, colorimetric absorbance read-out; in the data active means inhibition above about 26%; further: some compounds past the cut are filed as inactive
SKN-1 block – C. elegans SKN-1 inhibition. C. elegans VP596 Pgst-4::GFP/RFP ratio, acrylamide-induced, 24 h. inhibition, % at 21.8 µM. 360,000 compounds, 0.49% hits. AID 624304;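 active means interference check ratio from 0.5 to 1.5 plus GFP to RFP signal ratio inhibition reaching or exceeding a fixed threshold, cut at about 30% in these data, passing the limit was not always enough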; further: some compounds called inactive have numbers as strong as hits
Scp1 inh – Scp-1 (human) phosphatase inhibition. inhibition, % at 20 µM. Q9GZU7. Recombinant Scp1, phosphopeptide, malachite green phosphate absorbance. 340,000 compounds, 0.88% hits;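 active means inhibition above about 50% at 20 µM, limit read from the data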;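 further: plate controls were DMSO wells with enzyme for no effect and wells lacking enzyme for full effect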
Target sequence (Q9GZU7 76-261 limits assumed): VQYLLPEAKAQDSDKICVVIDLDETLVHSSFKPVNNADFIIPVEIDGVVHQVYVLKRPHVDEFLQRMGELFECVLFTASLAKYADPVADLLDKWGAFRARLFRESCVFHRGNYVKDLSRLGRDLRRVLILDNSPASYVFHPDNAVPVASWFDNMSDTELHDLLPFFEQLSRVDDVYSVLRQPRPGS
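Material – SCP-1 phosphatase catalytic domain, residues 76-261 · Buffer or medium – Acidic Tris acetate buffer with magnesium and detergent · Also added – Phospho 17-mer peptide substrate · Compound – single 20 µM dose, 1% DMSO · Times – 45 min room-temperature reaction, 5 min colour, 30 min stabiliser · Technique – Phosphate-binding colour reagent, absorbance read at 630 nm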
STEP block – inhibitors of human striatal-enriched phosphatase STEP | 360,000 compounds, 0.25% hits | AID 588621 | inhibition, % at 20 µM | recombinant STEP, OMFP fluorogenic substrate, fluorescence;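 active means inhibition at 20 µM, scaled per plate between control wells, above about 37%, limit read from the data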;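 further: 0% = DMSO with enzyme and substrate and 100% = substrate only without enzyme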
Target sequence (P54829 whole entry, looked up): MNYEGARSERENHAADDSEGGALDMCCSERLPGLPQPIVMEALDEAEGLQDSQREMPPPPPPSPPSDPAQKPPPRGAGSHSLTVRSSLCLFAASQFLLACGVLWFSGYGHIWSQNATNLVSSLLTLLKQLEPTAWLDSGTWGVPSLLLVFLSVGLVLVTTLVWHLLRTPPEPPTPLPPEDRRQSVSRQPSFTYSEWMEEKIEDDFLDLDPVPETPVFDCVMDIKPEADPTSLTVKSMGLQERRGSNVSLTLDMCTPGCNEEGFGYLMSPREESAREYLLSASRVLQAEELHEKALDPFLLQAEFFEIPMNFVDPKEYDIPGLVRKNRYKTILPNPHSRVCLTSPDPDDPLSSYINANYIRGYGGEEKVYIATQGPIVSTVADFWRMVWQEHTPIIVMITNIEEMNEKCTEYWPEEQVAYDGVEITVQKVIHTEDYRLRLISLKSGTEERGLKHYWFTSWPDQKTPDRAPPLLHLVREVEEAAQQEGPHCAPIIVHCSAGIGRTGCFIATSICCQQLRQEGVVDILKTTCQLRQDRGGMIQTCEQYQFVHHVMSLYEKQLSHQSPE
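Material: STEP (striatal-enriched tyrosine phosphatase) enzyme, cell-free | Medium: 50 mM Bis-Tris pH 6.0 with 2.5 mM DTT and 0.005% Tween 20 | Read-out: Percent inhibition scaled to no-enzyme and uninhibited-enzyme controls, plate-pattern corrected | Signal: Fluorescence read at 480 nm ex / 540 nm em | Times: 20 min reaction, room temperature, in the dark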
Neddylation inh – cullin neddylation inhibition | 360,000 compounds, 0.58% hits | P61081+Q13564 | calls only at 25 µM | TR-FRET cullin neddylation, biochemical; in the data active means inhibition above about 36%
DNMT1 inh – inhibitors of human DNMT1; P26358; DNMT1 molecular beacon, Hinp1I cleavage, fluorescence; inhibition (reported as % activation of signal), % at 10 µM; 360,000 compounds, 0.83% hits; AID 588458; in the data active means inhibition above about 50%
Tb MetRS inh – blocks T. brucei methionyl-tRNA synthetase activity; purified T. brucei MetRS, ATP depletion, Kinase-Glo luminescence; inhibition, % at 11.9 µM; 360,000 compounds, 0.4% hits; AID 624268;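 active means inhibition above a per-plate cutoff of the control wells' mean inhibition plus 3 SD, cut at about 5.5% in these data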;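 further: 0% = DMSO wells median and 100% = median of wells with control inhibitor compound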
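System: purified T. brucei MetRS enzyme / Detection: Kinase-Glo luciferase luminescence reporting remaining unconsumed ATP / Medium: HEPES buffer with MgCl2, KCl, DTT, spermine, BSA, pyrophosphatase / Replication: singlicate, one well per compound / Evaluation: percent inhibition relative to median high and low control wells / Schedule: 2 h aminoacylation at 25 °C after 15 min preincubation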
Active calls of the source: *; i = inactive; nt = no result given; & = joins results of further samples.

Order of values: SUMO1-SIM PPI	LMPTP block	NRP1-CendR mod	NadD inh	SKN-1 block	Scp1 inh	STEP block	Neddylation inh	DNMT1 inh	Tb MetRS inh
#1 CC1CN(c2ccc([N+](=O)[O-])c(N3CCCCC3)c2)CCN1 (configuration not stated)
 : -25	0.4	0	-13	0	-4	-2	i	0	0.8
#2 COCCOC(=O)c1c(N)n(Cc2ccc(OC)cc2)c2nc3ccccc3nc12
 : 27	4.2	7	2	17	-2	7	nt	28	1.4
#3 Cc1c(N=Cc2c(O)n(Cc3ccccc3)c(=O)[nH]c2=O)c(=O)n(-c2ccccc2)n1C
 : -6	-0.6	18	3	6	-3	1	i	-2	-0.1
#4 CSc1cccc(NP2(=O)OCC(C)([N+](=O)[O-])CO2)c1 (configuration not stated)
 : 0	-1.2	4	0	3	2	2	i	-2	-0.4
#5 CCN(CC)CCN=Cc1c(O)n(CCC2=CCCCC2)c(=O)[nH]c1=O
 : -2	-3.8	-26	-1	10	5	0	i	1	-0.9
#6 CCN1C[C@]2(COC)CC[C@H](O)[C@@]34C5C[C@H]6[C@H](O)C5[C@](O)(C[C@H]6OC)[C@@H]([C@H](OC)C23)[C@@H]14 (some centres not stated)
 : 2	-0.7	-2	-5	-4	1	-2	i	6	0.1
#7 CSc1ccc(CNC(C)C(O)c2ccccc2)cc1 (configuration not stated)
 : 7	-0.2	1	-9	9	-9	7	i	-5	1.9
#8 CCN1C[C@]2(OC(=O)c3ccccc3NC(C)=O)CCC(OC)C34C5C[C@H]6C(OC)[C@]5(O)[C@](O)(C[C@@H]6OC)C(C[C@@H]32)[C@H]14 (some centres not stated)
 : 5	-0.9	-4	0	2	-3	-1	i	2	-0.5
#9 CCc1sc(C(=O)N2CCC3(CC2)OCCO3)cc1Br
 : -2	-1.3	8	3	22	54*	0	i	1	-0.3
#10 CCCCOC1OCN(C2CCCCC2)CC1(C)C (configuration not stated)
 : 6	-3.2	11	0	7	nt	-3	i	-1	-0.4
#11 N=C1SCC(=O)N1Cc1ccccc1
 : -3	-1.1	4	-10	0	-3	-1	i	-4	-0.8
#12 CN(c1ccccc1)P(=O)(N1CC1)N1CC1
 : -7	-4.4	-11	-10	20	-31	2	i	-3	-0.2
#13 O=C1OCc2cc(N=Nc3c(O)[nH]c(=O)[nH]c3=O)ccc21
 : -12	-1.7	-10	-15	0	5	1	i	1	-0.3
#14 CC(C)N=C(NC(C)C)N1CC1
 : -32	-3.6	1	-3	-11	nt	0	i	1	-0.2
#15 COc1ccc(N2C(=O)/C(=C/c3ccc(N(C)C)o3)C(=O)NC2=S)cc1
 : -223	14	-187	8	19	2	5	i	5	-0.2
#16 CCN1CC2([N+](=O)[O-])CC=C(Cl)C([N+](=O)[O-])(C1)C2 (configuration not stated)
 : -1	1.2	-10	1	-21	6	0	i	-2	-0.2
#17 CNCC(O)c1ccc(O)cc1 (configuration not stated)
 : 1	-1.2	7	5	5	-12	1	i	-3	-0.2
#18 O=C1NC(=S)NC(=O)C1=Cc1ccc(OCC(=O)N2CCCC2)cc1
 : 11	-0.1	-2	-4	10	51*	1	i	9	-0.6
#19 CC(C)c1ccc(-n2c(O)c(/C=N/N3CCOCC3)c(=O)[nH]c2=S)cc1
 : -5	-2.0	-10	1	-5	-7	5	i	0	-1.0
#20 Nc1ccc([As](=O)(O)O)cc1
 : 0	-1.7	-19	-2	4	-12	0	i	0	0.3
#21 C=C(C=O)CC1CC(O)[C@]2(C)OC3C[C@@H]4OC5C[C@]6(C)O[C@]7(C)CCC8OC9C[C@]%10(C)OC(/C(C)=C\CO)C(O)CC%10OC9CC(C)C8OC7CC6O[C@]5(C)C/C=C\C4OC3CC2O1 (some centres not stated)
 : -1	-0.9	7	4	2	-8	-2	i	1	0.6
#22 CCN(CC)CC(=O)Nc1ccc(Cl)cc1C(=O)c1ccccc1
 : -1	-1.5	8	1	10	6	2	i	2	-1.4
#23 O=c1[nH]c2ccccc2n1C1CCN(C(c2nnnn2Cc2ccccc2)C2CC2)CC1 (configuration not stated)
 : 13	1.6	2	-4	16	nt	1	i	-12	-0.6
#24 COc1ccc(N2C(=O)CC(=O)NC2=O)cc1
 : -1	0.8	-15	0	22	-5	0	i	-1	-1.1
#25 Cc1nn(Cc2ccccc2)c(Cl)c1C(=O)OCC(=O)N1CCCC1
 : -1	-0.2	8	-11	3	-21	-1	i	-4	-0.9
#26 CC(=O)OCC[N+](C)(C)C
 : -1&2&3	-0.5&-1.0&-1.1	6&5&10	-1&-1&5	0&2&4	-6&-6&1	-2&0&-3	i	1&-1&1	-0.8&0.1&-0.1
#27 CCc1ccc(OCC(=O)N2CCN(CC(=O)Nc3ccccc3Cl)CC2)cc1
 : 2	0.6	-3	-1	-3	-5	1	i	-2	-0.1
#28 COC(=O)c1ccccc1-n1c(C)nc2ccccc2c1=O
 : -1	1.4	-8	4	9	4	-3	i	3	1.0
#29 O=C(N/N=C/c1c(O)n(CCC2=CCCCC2)c(=O)[nH]c1=O)c1ccccc1
 : 1	0.0	0	12	-17	-5	2	nt	-2	-0.3
#30 CCc1c(C)nc(N)nc1N1N=C1SC(C(C)=O)C(C)=O
 : 1	-6.1	1	-4	6	-2	3	i	1	-0.4
#31 COc1ccccc1/C=C1\C(=O)NC(=S)N(c2ccccc2)C1=O
 : 9	-2.1	-9	2	12	15	0	i	-2	1.3
#32 O=c1[nH]c(=O)n(-c2cccc3ccccc23)c(O)c1/C=N/N1CCCCCC1
 : 1	0.4	7	-1	-11	-7	-2	i	0	-0.1
#33 C=CCN1C(=O)NC(=O)C(Cc2ccc(OC)c(OC)c2)C1=O (configuration not stated)
 : 19	-1.0	-30	4	3	16	1	i	7	-0.8
#34 CC(C)OC(=O)c1c(N)n(Cc2ccco2)c2nc3ccccc3nc12
 : 4	-2.0	-22	3	0	-5	2	nt	-14	0.3
#35 CCn1c(O)c(C=NCCN2CCOCC2)c(=O)[nH]c1=S
 : -5	-2.2	-4	3	0	-4	-1	i	1	0.1
#36 CCc1cc(=O)oc2cc(OCC(=O)N3C[C@H]4C[C@@H](C3)c3cccc(=O)n3C4)c(Cl)cc12
 : 4	-0.7	-2	0	7	4	13	i	0	0.4
#37 CC(C)OCCCNC(=O)c1c(N)n(CC2CCCO2)c2nc3ccccc3nc12 (configuration not stated)
 : 40*	13	-4	3	5	1	4	nt	85*	3.5
#38 COC(=O)C1=C(c2ccccc2OCc2ccccc2)C[C@@H]2CC[C@H]1N2C(=O)NCc1ccc(Br)cc1
 : 0	6.5	-5	-3	8	-11	0	i	-4	0.0
#39 NNCc1ccccc1
 : -1&2	-1.1&-2.4	-6&-3	2&2	0&6	-1	1&2	i	-6&0	-1.3&-1.0
#40 CN(C)C(=O)Oc1ccc(Cl)c2ccccc12
 : -5	-1.2	-6	-5	1	-4	-2	i	-2	0.0
#41 OC(CN1CC=C(c2ccccc2)CC1)c1ccccc1 (configuration not stated)
 : -5	7.7	18	4	-1	-3	2	i	-1	-0.4
#42 CCOc1cc(C2NCc3ccccc3-n3cccc32)ccc1O (configuration not stated)
 : 2	-1.4	-4	-5	4	-4	-8	i	-2	-1.6
#43 CC1(C)CN=C(Nc2ccc(F)c(F)c2)S1
 : 4	-0.6	9	-6	15	-5	2	i	8	-0.5
#44 CC(C)C(=O)NC(Oc1ccccc1Cl)C(Cl)(Cl)Cl (configuration not stated)
 : -3	-1.1	-4	-8	-6	-4	2	i	3	-1.4
#45 O=C1CNC(c2ccccc2Cl)c2cc(Br)ccc2N1 (configuration not stated)
 : -2	4.2	-4	-11	6	-12	3	i	-2	-0.4
#46 Cc1nc2cc([N+](=O)[O-])ccc2c(=O)n1-c1ccc(Br)cc1
 : -8	-0.6	0	0	13	0	-1	i	3	0.1
#47 Cc1c(C(=O)N2CCC3(CC2)OCCO3)sc2ncnc(N3CCc4ccccc4C3)c12
 : 2	0.9	-32	0	8	-4	1	i	0	0.1
#48 CCOC(=O)[C@]1(C#N)[C@@H]2C=CC(C(N)=O)=CN2[C@@H](C(N)=O)[C@@H]1c1ccc(F)cc1
 : -13	0.4	3	4	11	1	-1	i	-2	-0.3
#49 COC(=O)C1=C(c2ccc(OCc3ccccc3)cc2)C[C@@H]2CC[C@H]1N2C(=O)NCCc1ccc(F)cc1
 : 4	9.8	-13	3	4	nt	4	i	-12	-1.1
#50 CC(C)(C)c1ccccc1O
 : 7	-0.5	5	2	8	-3	0	i	-4	-0.3
#51 Cn1cc(C(=O)N2CCOCC2)c2ccccc21
 : 0	-1.0	5	-1	-7	-2	-3	i	3	-1.5
#52 CCC(CC)C(=O)NC1CCSC1=O (configuration not stated)
 : -3	-0.7	8	-1	5	1	-4	i	0	-0.2
#53 O=C(c1ccc2nc3ccc(Cl)cc3c(=O)n2c1)N1CCC2(CC1)OCCO2
 : -15	0.4	-4	0	-5	-3	0	nt	1	-0.2
#54 COc1ccc(N2CCN(Cc3nc4ccccc4[nH]3)CC2)cc1
 : 1	0.5	3	0	5	-1	-2	i	-2	2.8

Limited to SKN-1 block, for two of the compounds above:
| item | molecule | SKN-1 block |
| --- | --- | --- |
| 40 | CN(C)C(=O)Oc1ccc(Cl)c2ccccc12 | 1 |
| 47 | Cc1c(C(=O)N2CCC3(CC2)OCCO3)sc2ncnc(N3CCc4ccccc4C3)c12 | 8 |

Some of the compounds tested; count on the stated rates, not on these rows.
